ATXN2 expr inh: inhibitors of ATXN2 expression | HEK-293 ATXN2-luciferase reporter, luminescence, 24 h | Potency, µM (top dose mostly 57 µM), for inactives: at the highest dose activity change, negative = inhibition, actives largely listed as inhibitors | actives 0.72% (n = 360,000) | AID 1745845; further: potency means the concentration at half of the fitted maximal effect; on the % scale 0 is the no-effect control and ±100 the full control effect; nearly all actives have a fitted effect of over 55% in size
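ATXN2-luciferase reporter cells (luciferase flanked by upstream and downstream ATXN2 gene portions) were treated 24 h at 37 °C with compounds at up to 57 uM. SteadyGlo luminescence gave expression; GF-AFC fluorescence gave viability.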
HT1080-NT tox: kills 2HG-producing HT-1080-NT fibrosarcoma cells | HT-1080-NT fibrosarcoma viability, CellTiter-Glo ATP luminescence, 48 h | Potency, µM (titrated, usually from 46.1 µM), without a hit: at the top dose activity, negative = less viability, most hits filed as cytotoxic | actives 1.6% (n = 360,000) | AID 686970;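 further: NT is the 2HG producing partner of a matched IDH1 knockdown line; potency means the concentration at half of the fitted maximal effect; 0% = DMSO-treated cells and -100% = media-only wells without cells; nearly all actives have a fitted effect of over 55% in size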
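Toxicity toward the 2HG-producing NT line was scored as %Activity, normalised to DMSO and no-cell wells, from CellTiter-Glo luminescence after 48 hours' treatment.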
IL1B secr inh: inflammasome signaling inhibition, IL-1 beta readout | THP-1 LPS/ATP IL-1B secretion, AlphaLISA, 16 h; active compounds read low | activity change, % at 57.5 µM | AID 743279 | actives 4.7% (n = 360,000); in the data active means activity change below about -50%; inconclusive means mostly about -30% to -49%; further: on the % scale 0 is the no-effect control and ±100 the full control effect
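Secreted IL-1B measured by AlphaLISA bead assay after 16 h compound exposure of THP-1 cells; compounds (final up to 57.5 uM) added 1 h before LPS (250 ng/mL) and ATP (1.25 mM) stimulation; lower signal means less secretion.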
HT1080 IDH1KD tx: kills HT-1080 cells with IDH1 knockdown. Potency, µM (titrated, usually from 46.1 µM), without a hit: at the highest dose activity, negative = toxicity, most hits filed as cytotoxic. AID 686971. actives 2% (n = 360,000). HT-1080 IDH1 knockdown viability, ATP luminescence, 48 h;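 further: potency means the concentration at half of the fitted maximal effect; 0% = DMSO wells and -100% = cell-free medium wells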
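HT-1080-IDH1KD cells (IDH1 knocked down), 750/well in RPMI with 5% FBS, treated with compound 48 h at 37 degrees C. Viability by CellTiter-Glo luminescence, normalised to DMSO and no-cell wells; concentration-response curves classed.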
MCF10A rereplic: DNA re-replication induction in MCF 10a cells; MCF 10A DNA re-replication, Hoechst nuclear intensity, 48 h; Potency, µM (highest dose often 46.1 µM), for the others: at the highest dose activity, positive = re-replication, most hits filed as activators; actives 2.9% (n = 350,000); further: potency means the concentration at half of the fitted maximal effect; % of control where 0% means no effect; nearly all actives have a fitted effect of over 50% in size
KB-3-1 cytotox: KB-3-1 parental cell cytotoxicity | KB-3-1 viability, CellTiter-Glo ATP luminescence, 72 h | AID 1347075 | Potency, µM (doses to about 46.1 µM), inactives show top-dose activity change, negative = cytotoxic, actives largely listed as cytotoxic | actives 1.4% (n = 400,000); further: potency means the concentration at half of the fitted maximal effect; on the % scale 0 is the no-effect control and ±100 the full control effect; nearly all actives have a fitted effect of over 60% in size
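Cells are dispensed, compounds pinned in, plates held at 37 °C for 72 h, then CellTiter-Glo is added and luminescence read after 10 minutes. Cell line: parental KB-3-1 in phenol-red-free DMEM, 10% FBS.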
KB-V1 cytotox: KB-V1 MDR subline cytotoxicity. actives 3.4% (n = 400,000). Potency, µM (series often up to 46.1 µM), inactives show at the top dose activity change, negative = cytotoxicity, actives largely listed as cytotoxic. KB-V1 MDR cells viability, CellTiter-Glo, 72 h; further: potency means the concentration at half of the fitted maximal effect; on the % scale 0 is the no-effect control and ±100 the full control effect; nearly all actives have a fitted effect of over 60% in size
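Cytotoxicity toward P-gp-expressing KB-V1 cells was determined as loss of CellTiter-Glo luminescence after 72 h at 37 degrees C. Compounds were tested in quantitative HTS format across a concentration range, with curves fitted to normalized data.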
WRN helicase inh: blocks human WRN helicase. Q14191. WRN helicase unwinding, fluorescent forked duplex, kinetic. Potency, µM (top dose mostly 114 µM), without a hit: top-dose activity change, negative = inhibition, most hits filed as inhibitors. actives 0.46% (n = 360,000). AID 651768; further: potency means the concentration at half of the fitted maximal effect; on the % scale 0 is the no-effect control and ±100 the full control effect; nearly all actives have a fitted effect of over 55% in size
Target sequence (Q14191 whole entry, looked up): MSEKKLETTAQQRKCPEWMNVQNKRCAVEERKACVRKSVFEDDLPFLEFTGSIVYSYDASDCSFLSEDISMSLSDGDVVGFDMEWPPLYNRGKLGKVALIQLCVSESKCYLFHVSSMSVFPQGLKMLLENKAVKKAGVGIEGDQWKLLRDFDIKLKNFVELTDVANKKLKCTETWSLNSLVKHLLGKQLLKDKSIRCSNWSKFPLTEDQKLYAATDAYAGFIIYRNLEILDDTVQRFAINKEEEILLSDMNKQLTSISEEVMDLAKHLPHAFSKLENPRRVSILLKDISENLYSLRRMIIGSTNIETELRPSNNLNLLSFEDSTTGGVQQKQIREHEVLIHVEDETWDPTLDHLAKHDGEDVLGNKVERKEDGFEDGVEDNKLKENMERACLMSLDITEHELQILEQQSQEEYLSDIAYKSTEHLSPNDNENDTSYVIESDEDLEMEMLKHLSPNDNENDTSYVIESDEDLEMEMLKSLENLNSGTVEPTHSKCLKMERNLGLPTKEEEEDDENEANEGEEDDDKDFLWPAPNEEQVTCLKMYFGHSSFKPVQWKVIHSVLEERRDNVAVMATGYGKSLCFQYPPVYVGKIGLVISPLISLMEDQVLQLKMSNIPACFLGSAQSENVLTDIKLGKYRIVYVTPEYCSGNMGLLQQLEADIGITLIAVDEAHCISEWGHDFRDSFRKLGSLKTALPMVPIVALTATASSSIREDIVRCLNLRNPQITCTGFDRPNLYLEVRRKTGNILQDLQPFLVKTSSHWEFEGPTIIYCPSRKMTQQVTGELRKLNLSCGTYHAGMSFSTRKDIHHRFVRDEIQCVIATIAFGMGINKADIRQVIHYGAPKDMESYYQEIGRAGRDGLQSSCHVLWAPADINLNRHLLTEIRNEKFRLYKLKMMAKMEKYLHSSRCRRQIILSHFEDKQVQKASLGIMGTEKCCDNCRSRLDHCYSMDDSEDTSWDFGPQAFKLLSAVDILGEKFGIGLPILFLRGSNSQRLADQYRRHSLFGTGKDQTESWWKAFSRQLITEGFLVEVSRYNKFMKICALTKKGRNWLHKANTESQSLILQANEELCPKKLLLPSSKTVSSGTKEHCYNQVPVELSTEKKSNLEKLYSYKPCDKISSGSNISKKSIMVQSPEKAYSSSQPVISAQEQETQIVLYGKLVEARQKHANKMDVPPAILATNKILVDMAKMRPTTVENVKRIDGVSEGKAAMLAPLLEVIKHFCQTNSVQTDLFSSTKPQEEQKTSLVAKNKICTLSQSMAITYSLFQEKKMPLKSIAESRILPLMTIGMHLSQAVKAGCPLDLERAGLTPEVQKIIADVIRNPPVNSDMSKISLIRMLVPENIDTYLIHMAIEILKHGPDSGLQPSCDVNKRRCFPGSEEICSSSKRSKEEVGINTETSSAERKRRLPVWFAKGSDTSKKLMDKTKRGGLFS
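Fluorescence dequenching readout, ex 525 nm/em 598 nm, kinetic mode: forked duplex DNA (100 nM final) with adjacent fluorophore and quencher unwound by WRN (20 nM final) with 2 mM ATP. Compound preincubation 15 min, room temperature.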
SW480 rerep: DNA re-replication induction in SW480 cells | SW480 DNA re-replication, Hoechst DNA content imaging, 48 h | Potency, µM (series often up to 46.1 µM), without a hit: at the highest dose re-replication activation, hits mostly activators | actives 1.8% (n = 340,000); further: potency means the concentration at half of the fitted maximal effect; % of control where 0% means no effect; nearly all actives have a fitted effect of over 55% in size
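Compounds, transferred as 23 nL by pin tool, were incubated with cells for 48 hr; DNA content per nucleus was then quantified by Hoechst staining and fluorescence plate imaging.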
* marks the source's active call; other numbers are inactive results; u = inconclusive; x = not tested or not shown; [ ] = remark or other dose. Unless noted, the call rests on the fitted dose curve; in most records, active means well fitted curve in the direction sought with a large enough effect; inconclusive means small, poorly fitted or top-dose-only effect, or another doubt; inactive means no such curve, though single readings can be large; an effect the other way counts as inactive or inconclusive.

SMILES	ATXN2 expr inh	HT1080-NT tox	IL1B secr inh	HT1080 IDH1KD tx	MCF10A rereplic	KB-3-1 cytotox	KB-V1 cytotox	WRN helicase inh	SW480 rerep
O=C1C2C3C=CC(O3)C2C(=O)N1CC(O)c1ccccc1 (centres undefined)	-3%	8%	1	12%	-1%	-4%	9%	-1%	-10%
CCN1/C(=C/C=C/c2oc3ccc(-c4ccccc4)cc3[n+]2CC)Oc2ccc(-c3ccccc3)cc21	9.5µM*	2.6µM*	-107*	0.92µM*	-9%	9.2µM*	15µM*	4.7µM*	u
COc1ccccc1C1=CC(=O)CC(C)(C)C1=O	0%	28%	11	2%	-1%	5%	4%	-5%	5%
COc1cc(C(NC(C)=O)NC(C)=O)ccc1OCc1ccccc1	-4%	7%	10	7%	-3%	8%	13%	-9%	-6%
O=c1c2c(nc(NCCO)n1CC1CCCCC1)-c1ccccc1CC21CCCC1	-15%	u	u	u	23µM*	u	u	-12%	18%
O=C(COC(=O)c1ccc(S(=O)(=O)NCc2ccco2)cc1)NCC1CCCCC1	-2%	-19%	27	1%	0%	-4%	-6%	u	-6%
O=C(NC(=S)N1CCCC1)c1ccccc1Cl	-11%	u	9	18%	-2%	15%	0%	0%	-5%
Cc1ccc(SCc2nc3ccccc3[nH]2)cc1	22%	0%	-20	-4%	-1%	2%	-10%	3%	u
COCCNC(=O)c1ccc2c(Cl)c3c(nc2c1)CCC3	24%	11%	-7	8%	2%	0%	-32%	16%	-3%
COc1ccc(-c2sc3ccc(OC)cc3c2-c2ccc(OC)c(F)c2)cc1	-18%	1%	0	-1%	u	-21%	6%	-6%	-5%
Cn1c(=O)oc2cc(S(=O)(=O)N3CCc4ccccc4C3)ccc21	7%	2%	13	9%	-2%	2%	0%	-1%	-2%
O=C(Nc1ccccc1)C1CC2CCC1C2 (centres undefined)	8%	2%	9	7%	u	15%	11%	-3%	-14%
COc1cc(NC(=O)C2CC(c3c(F)cccc3Cl)=NO2)c(OC)cc1Cl (centres undefined)	-18%	-28%	24	-26%	u	-18%	u	-4%	3%
O=[N+]([O-])c1ccc(N2CCCCC2)cc1	5%	17%	x	19%	u	1%	-18%	-2%	-6%
O=C(NCc1ccc(OC(F)(F)F)cc1)C1CC(c2ccc(C(F)(F)F)cc2)=NO1 (centres undefined)	-27%	u	32	u	u	u	0%	-2%	22%
COCCCNC(=O)C(Cc1ccccc1)NS(=O)(=O)c1ccc2c(c1)c(=O)n(C)c(=O)n2C (centres undefined)	-8%	11%	-16	4%	-9%	4%	5%	0%	-5%
COc1ccc(OC)c(CNC(=O)CCNC(=O)Cn2ccc3ccccc3c2=O)c1	5%	14%	4	15%	-2%	-14%	21%	6%[57.1 µM]	8%
COC(=O)c1ccc(NS(=O)(=O)c2ccc(Cl)cc2)o1	-20%	7%	-5	3%	-1%	-2%	11%	5%[57.1 µM]	-3%
CCC(C)(C)n1nnnc1C(c1cc2ccc(OC)cc2[nH]c1=O)N1CCc2ccccc2C1 (centres undefined)	10%	-6%	-65*	u	15%	u	-21%	-12%	u
COC1=CC(=O)CC(C)C12Oc1cc(OC)cc(OC)c1C2=O (centres undefined)	-4%	2%	18	2%	-9%	0%	-8%	-5%[11.6 µM]	13%

3 of the entries above in order of the SW480 rerep value, rising.
| compound | IL1B secr inh | WRN helicase inh | SW480 rerep |
| --- | --- | --- | --- |
| COCCNC(=O)c1ccc2c(Cl)c3c(nc2c1)CCC3 | -7 | 16% | -3% |
| Cn1c(=O)oc2cc(S(=O)(=O)N3CCc4ccccc4C3)ccc21 | 13 | -1% | -2% |
| COc1cc(NC(=O)C2CC(c3c(F)cccc3Cl)=NO2)c(OC)cc1Cl (centres undefined) | 24 | -4% | 3% |

A few values from above:
COc1cc(C(NC(C)=O)NC(C)=O)ccc1OCc1ccccc1 in KB-V1 cytotox has 13%
O=C(NC(=S)N1CCCC1)c1ccccc1Cl in ATXN2 expr inh has -11%
Cc1ccc(SCc2nc3ccccc3[nH]2)cc1 in KB-3-1 cytotox has 2%
O=C1C2C3C=CC(O3)C2C(=O)N1CC(O)c1ccccc1 (centres undefined) in WRN helicase inh has -1%
O=C(NCc1ccc(OC(F)(F)F)cc1)C1CC(c2ccc(C(F)(F)F)cc2)=NO1 (centres undefined) in KB-V1 cytotox has 0%

More compounds follow:
SMILES	ATXN2 expr inh	HT1080-NT tox	IL1B secr inh	HT1080 IDH1KD tx	MCF10A rereplic	KB-3-1 cytotox	KB-V1 cytotox	WRN helicase inh	SW480 rerep
COc1ccc(S(=O)(=O)NCc2cccnc2)cc1OC	-3%	2%	43	10%	-13%	15%	u	-5%	-9%
Cc1nc2cc(NC(=O)c3ccc(Br)s3)ccc2s1	25%	-27%	2	-24%	14%	-21%	-25%	-11%	1%
COCCNCC(=O)NC12CC3CC(CC(C3)C1)C2	0%	10%	-7	3%	12%	-1%	6%	2%	1%
Cc1cc(C)c(CN2CCC(CO)(CCOc3ccccc3)CC2)cc1C	u	u	x	u	u	-43%	-38%	-10%	u
COc1ccc(S(=O)(=O)NNC(=O)C23CC4CC(CC(C4)C2)C3)cc1[N+](=O)[O-]	6%	-3%	-7	-1%	-1%	2%	u	7%	7%
Cc1cn([C@H]2C[C@H](O)[C@@H](CNC=O)O2)c(=O)[nH]c1=O	10%	13%	9	5%	x	13%	20%	5%	x
CN1C(=O)C(=O)/C(=C(/O)c2ccccc2)C1c1ccccc1 (centres undefined)	-4%	0%	7	10%	1%	1%	-15%	-9%	-7%
Cc1ccc(C2(c3ccccc3)NC(=O)N(CC(=O)NCc3ccccc3)C2=O)cc1C (centres undefined)	-22%	-20%	u	-17%	-2%	u	-7%	-7%	2%
Cc1cnc(C(=O)OCC(=O)c2ccc(F)cc2)cn1	-6%	8%	3	14%	1%	2%	10%	4%	6%
COC(=O)c1sc(N)c(C(=O)OC)c1COC(=O)C1CC(=O)N(Cc2ccco2)C1 (centres undefined)	8%	3%	0	3%	6%	9%	1%	u	-4%
CCCn1c(SCC(=O)NC2CCCCC2)nnc1-c1ccccn1	x	-2%	-15	0%	-2%	-3%	-23%	-4%	-1%
CCN(CC(=O)Nc1ccc2c(c1)CCC2)Cc1nc2ccccc2c(=O)[nH]1	-14%	-25%	4	-8%	u	1%	1%	-12%	2%
CCN1CCN(C(=O)c2cc3nc(-c4ccccc4)cc(C(F)(F)F)n3n2)CC1	-13%	-2%	-15	0%	3%	15%	8%	2%	0%
O=C(c1nn2c(C(F)(F)F)cc(-c3ccccc3)nc2c1Cl)N1CCOCC1	-19%	-1%	u	-7%	5%	1%	u	-10%	-1%
O=C(CO/N=C/c1ccc(Cl)cc1Cl)NNC(=O)c1ccc(Cl)cc1Cl	-27%	-6%	0	-11%	5%	-3%	-22%	8%	-17%
COCCn1c(=NC(=O)CSCC(=O)NC2CCCCC2)sc2cc(OC)ccc21	13%	-2%	-21	-2%	14%	u	2.9µM*	-2%	5%
COc1cccc(CNC(=O)CSC(=S)N2CCCC2)c1	-7%	2%	-11	-2%	1%	0%	1%	1%	-534%[inhibitor]
COc1cccc(CNC(=O)C2Cc3ccccc3CN2C(C)=O)c1 (centres undefined)	-3%	8%	36	7%	1%	20%	-14%	8%	-4%
COc1ccc(C2(NC(C)=O)CCN(C(=O)CCC(=O)O)CC2)cc1	-12%	13%	20	14%	-3%	-1%	19%	5%	-3%
CCN(CC)C(=O)Cn1cc(C(=O)C(=O)NCc2cccnc2)c2ccccc21	0%	5%	11	3%	-3%	13%	2%	1%	29%
CCCC(C(=O)Nc1ccc2c(C)cc(=O)oc2c1)c1ccccc1 (centres undefined)	-11%	28%	59	17%	u	u	-29%	6%	23%
COc1ccccc1NC(=O)Cn1ccn(-c2cccc3ccccc23)c(=O)c1=O	-15%	-20%	18	-26%	27%	u	22%	-5%	u
COc1ccc(C(=O)c2ccc(N3CCN(C4CC(=O)NC4=O)CC3)cc2)cc1F (centres undefined)	0%	0%	-4	-10%	3%	6%	2%	1%	0%
CSc1nsc(SC)c1C(=O)NC(=O)Nc1cccnc1	x	8%	3	12%	u	0%	-8%	3%	2%
Cc1cccc(C(=O)OC(C)C(=O)Nc2ccc(S(=O)(=O)N3CCCC3)cc2)c1O (centres undefined)	-21%	-17%	-14	u	u	1%	-16%	-13%	3%
Cc1nnc(SCC(=O)NC(C)(C)C)n1NCc1ccc(N(C)C)cc1	8%	6%	-2	-6%	-17%	-6%	-6%	-8%[57.1 µM]	-131%[inhibitor][1.84 µM]
O=C(NC1CCCC1)C(c1ccncc1)N(C(=O)Cc1cccs1)c1cccc(F)c1 (centres undefined)	-11%	16%	9	4%	-4%	4%	u	9%	-1%
COC(=O)CSc1ncc(OC)c(OC)n1	-7%	5%	12	11%	3%	4%	3%	11%	-5%
Nc1nc(N2CCOCC2)nc(N(c2ccccc2)c2ccccc2)n1	-1%	5%	2	5%	2%	-2%	-13%	-5%	-4%
O=C(NCC1CCCO1)c1ccc(F)c2ccccc12 (centres undefined)	8%	19%	-3	8%	-21%	6%	10%	-6%	-5%
O=C(NCc1ccc2c(c1)OCO2)c1ccccn1	25%	2%	1	5%	8%	1%	5%	0%	0%[9.22 µM]
c1cncc(CSc2ccc(-c3cccnc3)nn2)c1	6%	-4%	u	17%	-6%	3%	19%	-8%	u
CCCCCCn1c(=O)n2n(c1=O)[C@@H]1CN(S(=O)(=O)c3ccc(C)cc3)C[C@]1(O)[C@@H](OC(=O)NCC1CCCCC1)C2	u	u	u	u	x	u	4%	-7%	x
CCc1ccc2[nH]c(=O)c(C(c3nnnn3CCOC)N3CCN(c4ccccc4F)CC3)cc2c1 (centres undefined)	2%	u	-22	-25%	u	-14%	-7%	-10%	2%
CCS(CC)=NS(=O)(=O)c1ccc(NC(C)=O)cc1	-2%	7%	-25	2%[9.24 µM]	2%	10%	-6%	6%	-4%
